# Bioassay records (PubChem)
# PfM18AAP inh: PfM18AAP enzyme inhibition; 290,000 tested, 1.2% active; AID 1822; recombinant PfM18AAP, H-Glu-NHMec fluorogenic cleavage; inhibition, % at 7.35 µM;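 active means inhibition above the campaign mean inhibition over all tested compounds plus 3 SD, cut at about 28% in these data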;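 further: 0% = plate median of test compound wells and 100% = 2 mM ZnCl2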
# SUMO HTRF inh: inhibitors of human SUMOylation (UBC9). 290,000 tested, 0.36% active. inhibition, % at 35 µM. P63279. HTRF SUMOylation assay, SAE1/SAE2 + UBC9, in vitro; in the data active means inhibition above about 50%, passing the limit was not always enough; further: strong numbers were not always called active
# Target sequence (P63279 whole entry, looked up): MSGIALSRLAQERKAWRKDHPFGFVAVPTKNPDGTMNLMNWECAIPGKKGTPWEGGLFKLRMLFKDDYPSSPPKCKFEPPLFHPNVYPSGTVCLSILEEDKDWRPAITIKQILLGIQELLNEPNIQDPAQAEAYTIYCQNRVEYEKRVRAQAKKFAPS
# MEKK2 WT-MEK5: raises or lowers MEK5 binding to wildtype human MEKK2 PB1 domain; Q9Y2U5; bead flow cytometry, Alexa488-MEK5 binding to MEKK2 WT; actives lie on both sides; binding response (% of control), % at 10 µM; 290,000 tested, 1.1% active; AID 1531; in the data active means binding response below about 67% or above about 130%
# NALP1 yeast inh: NALP1 inhibition; S. cerevisiae NALP1/ASC/caspase-1 growth, X-gal OD620, 72 h; inhibition, % at 10 µM; 280,000 tested, 0.61% active; in the data active means inhibition mostly above about 24%, no sharp cut-off; inactive means mostly below about 32%; further: some compounds called inactive have numbers as strong as hits
# MEKK3 PB1 HTS: raises or lowers MEK5 binding to the human MEKK3 PB1 domain; binding response (% of control), % at 10 µM; 290,000 tested, 1.4% active; Q99759; bead-based flow cytometry, Alexa488-MEK5 binding to MEKK3; actives lie on both sides; 0 = blocked by unlabeled MEK5, 100 = vehicle;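 active means binding response more than 3 SD above or below the average of its plate-row segment, actives on both sides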;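 further: Alexa488 bead fluorescence after subtracting the streptavidin-only scavenger bead signal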
# Target sequence (Q99759 whole entry, looked up, the tested form may be a part): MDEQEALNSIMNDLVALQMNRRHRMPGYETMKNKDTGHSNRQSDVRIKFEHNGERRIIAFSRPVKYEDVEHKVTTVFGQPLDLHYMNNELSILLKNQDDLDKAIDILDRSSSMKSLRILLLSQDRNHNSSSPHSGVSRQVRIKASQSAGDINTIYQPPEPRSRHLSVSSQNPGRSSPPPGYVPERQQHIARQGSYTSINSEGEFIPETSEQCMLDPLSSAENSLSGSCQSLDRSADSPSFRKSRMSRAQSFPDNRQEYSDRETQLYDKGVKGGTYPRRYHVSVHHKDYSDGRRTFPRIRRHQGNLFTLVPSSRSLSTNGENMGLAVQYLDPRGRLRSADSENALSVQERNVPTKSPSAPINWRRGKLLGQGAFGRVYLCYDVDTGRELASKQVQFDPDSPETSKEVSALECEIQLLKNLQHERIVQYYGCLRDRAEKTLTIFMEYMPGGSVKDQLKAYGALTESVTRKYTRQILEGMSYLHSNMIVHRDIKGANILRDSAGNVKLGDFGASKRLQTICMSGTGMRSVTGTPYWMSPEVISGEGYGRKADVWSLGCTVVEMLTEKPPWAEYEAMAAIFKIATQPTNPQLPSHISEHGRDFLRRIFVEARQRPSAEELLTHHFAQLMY
# pCIP destab: lowers stability of the mouse p/CIP coactivator protein | Q05BA5 | F442A p/CIP-EGFP cells, EGFP fluorescence, 16 h | decrease of EGFP signal, % at 10 µM | 290,000 tested, 0.01% active | AID 1984;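 active means EGFP signal decrease of at least 30% at 10 µM or well 3 SD below plate mean, unless failing retest; inactive means the rest, including hits failing retest or dose response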; further: some compounds called inactive have numbers as strong as hits; many of its hits are not listed in these tables
# MEKK2mut PB1 HTS: signal of MEK5 binding to mutant human MEKK2 PB1 domain. bead flow cytometry, Alexa488-MEK5 binding to MEKK2 mutant. percent response, % at 10 µM. 290,000 tested, 0.35% active. AID 1530; in the data active means percent response above about 24%, passing the limit was not always enough; further: inactives centre near 1; some results filed as inactive read as strong as hits; reference of the scale not given here
# IDE cell activ: boosts human insulin-degrading enzyme activity in HEK cells; P14735; FAbeta-B cleavage, fluorescence polarization; 0% vehicle, 100% cell-free pure enzyme wells; activation, % at 5.96 µM; 340,000 tested, 0.073% active; AID 493087;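 active means activation above the mean of all tested compounds plus 3 SD, set per screening campaign, cut at about 17% in these data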
# IDE cell inh: inhibitors of human insulin-degrading enzyme in cells; HEK cells, FAbetaB cleavage, fluorescence polarization; inhibition, % at 5.59 µM; 320,000 tested, 0.41% active; AID 434962;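 active means percent inhibition above the average of all tested compounds plus 3 SD, set per screening campaign, cut at about 16% in these data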;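 further: IDE supplied by intact live HEK cells; FP after avidin binding of uncleaved biotin substrate so inhibition keeps polarization high; 0% = DMSO wells and 100% = 60 µM reference IDE inhibitor Ii1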
# * marks the source's active call; other numbers are inactive results; . = no result given; [ ] = another dose, or the depositor's remark. This is a subset; the hit share may differ from the screen's.
no.	mol	IDE cell inh	SUMO HTRF inh	NALP1 yeast inh	MEKK2mut PB1 HTS	MEKK3 PB1 HTS	IDE cell activ	MEKK2 WT-MEK5	PfM18AAP inh	pCIP destab
1	CC1=C(C(=O)OCc2ccccc2)C(c2ccc(C#N)cc2)NC(=O)N1CCCC(=O)O (stereo unspecified)	4	4	25	5	109	3	101	1	2
2	C=CCc1cccc(/C=C/c2cc(=O)c3ccccc3[nH]2)c1O	17*	16	23	-2	90	-29	88	-7	-7
3	CC(C)(C)c1nnc(NS(=O)(=O)c2ccc([N+](=O)[O-])cc2)s1	.	-4	13	2	105	4	105	19	-2
4	COc1ccc(CCn2c(C)cc(C(=O)CCl)c2C)cc1OC	-3	11	-19	-1	110	-5	99	-3	-5
5	CCc1ccc(CNC(=O)C2CCN(c3nnc(C)c4c(C)n(-c5ccc(C)cc5)nc34)CC2)cc1	1	24	7	-5	85	3	84	5	5
6	Cc1ccsc1C(=O)NNC(=O)C1CCCCC1C(=O)O (stereo unspecified)	-2	-1	2	2	93	1	96	-5	-2
7	C[C@H](NC(=O)N1CCn2c1nc1ccccc12)C(=O)NCc1ccc2c(c1)OCO2	1	-5	16	-3	101	5	101	2	1
8	Cc1cccc(-c2nc3c(c(SCC(=O)N4CCOCC4)n2)Cc2c(CO)cnc(C)c2O3)c1	9	-2	4	4	102	-2	99	19	-8
9	O=C(O)CNS(=O)(=O)c1ccc(C2CCCCC2)cc1	-11	17	12	-6	97	-3	92	2	-10
10	Cc1ccsc1/C=N/n1c(-c2ccco2)n[nH]c1=S	3	-6	-3	-3	94	-3	95	14	-6
11	CCn1c(SCC(=O)Nc2ccccc2)nc2nc3c(cc2c1=O)COC(C)(C)C3	3	-1	.	2	104	.	101	-1	3
12	CCCCCC(=O)N1CCN(CCN=CC2=C(O)CC(c3ccco3)CC2=O)CC1 (stereo unspecified)	4	-6	-15	-2	101	-4	100	24	-8
13	Cc1ccc(Cl)cc1N1CCN(Cc2cc(=O)n3ccsc3n2)CC1	1	10	-1	-1	114	3	105	-9	11
14	Cc1ccc(C(c2nnnn2C(C)(C)C)N(Cc2ccco2)Cc2cccs2)cc1 (stereo unspecified)	6	7	11	8	110	2	108	-14	-11
15	O=C1NC(NS(=O)(=O)c2ccccc2)(C(F)(F)F)C(=O)N1Cc1cccnc1 (stereo unspecified)	-1	12	-10	-2	100	4	98	4	-6

# Other structures follow.
no.	mol	IDE cell inh	SUMO HTRF inh	NALP1 yeast inh	MEKK2mut PB1 HTS	MEKK3 PB1 HTS	IDE cell activ	MEKK2 WT-MEK5	PfM18AAP inh	pCIP destab
16	CC(=O)N/N=C(\C)c1ccc(Br)cc1Br	2	4	4	-6	99	5	95	2	5
17	Cc1cccc2nc(CSc3ccccc3C(=O)O)cn12	-6	7	18	23	104	1	117	-1	-15
18	CCn1c(C)nc2cc(C(N)=O)ccc21	0	16	3	11	119	2	119	4	-3
19	Cc1ccc(C)c(N(CC(=O)NCc2ccco2)C(=O)CNS(=O)(=O)c2ccc(F)cc2)c1	4	4	-8	4	102	9	101	3	-7
20	Cc1ccc(C(=O)NCCC(=O)NCc2cc(=O)n(C)c(=O)n2C)cc1	0	13	18	5	106	6	98	-5	-2
21	N#CC1=C(N)Oc2n[nH]c(-c3cccs3)c2C1c1ccco1 (stereo unspecified)	9	29	7	-3	95	-6	95	18	-2
22	O=c1cc(O)c2c(=O)n(-c3ccccc3)c3ccccc3c2o1	-8	33	20	3	98	2	98	-6	-7
23	Cc1cccc2nc(CSc3nncn3-c3ccccc3)cn12	1	-30	2	8	103	2	103	5	4
24	CCOC(=O)c1cccc(-n2c(C)cc(C=O)c2C)c1	4	-8	38	1	99	1	103	1	-8
25	CCc1nnc(NC(=O)c2ccc3c(=O)n4c(nc3c2)CCCCC4)s1	-2	-8	.	-3	101	8	99	-2	-2
26	O=C(NCc1cccnc1)c1cccc(NC(=O)c2ccco2)c1	5	3	22	.	.	2	.	-3	-3
27	O=C(NCc1ccc(Cl)cc1)C(=O)NCC1OCCN1S(=O)(=O)c1ccc2c(c1)OCCO2 (stereo unspecified)	3	-17	14	12	91	-1	95	-6	-10
28	OCc1nnc2c3ccccc3c(-c3ccccc3)nn12	5	24	7	10	122*	2	118	13	-11
29	Cc1cc(NC(=O)COC(=O)Cn2c(C)csc2=O)ccc1Br	-3	11	16	5	97	5	99	-5	-21
30	Cc1ccc(OCCC(=O)OCC(=O)Nc2cc(C)cc(C)c2)cc1	1	-4	9	-1	100	5	101	-5	1

# New compounds follow.
no.	mol	IDE cell inh	SUMO HTRF inh	NALP1 yeast inh	MEKK2mut PB1 HTS	MEKK3 PB1 HTS	IDE cell activ	MEKK2 WT-MEK5	PfM18AAP inh	pCIP destab
31	COCc1cc(C)nc(SC)c1C#N	0	2	10	-7	100	.	94	3	-7
32	O=C(NCC1CCCO1)c1ccc2c(c1)OCO2 (stereo unspecified)	-1	25	-20	-2	99	-2	94	-2	-4
33	CCOC(=O)CNC(=O)Cn1cnc2c(nnn2-c2cccc(OC)c2)c1=O	.	7	15	-4	102	5	103	-3	-2
34	S=c1[nH]nc(-c2cc(-c3ccco3)[nH]n2)n1-c1ccccc1Cl	0	69	-8	-4	86	0	84	11	-13
35	COc1ccc(C(=O)NC2=Nc3ccccc3N=C(C)C2c2ccccc2)cc1 (stereo unspecified)	6	14	.	-11	91	-1	90	-10	-13
36	Cc1ccc(N(C(=O)CNC(=O)c2ccco2)C(C(=O)NC2CCCC2)c2cccnc2)c(C)c1 (stereo unspecified)	-5	8	-8	-2	101	4	97	-1	-1
37	CCCCC(=O)Oc1c(S(=O)(=O)c2ccc(C)cc2)c(C)nn1C(C)(C)C	2	-10	20	1	101	2	99	0	0
38	O=C(O)Cn1c(SCCOc2ccccc2)nc2ccccc21	-3	16	18	3	103	2	103	3	-32
39	Cc1cc(=O)oc2cc(OCC(=O)NCCCN3CCCC3=O)ccc12	2	7	19	2	103	4	98	1	2
40	CCS(=O)(=O)Nc1ccc(C2=NN(S(=O)(=O)CC)C(c3cccs3)C2)cc1 (stereo unspecified)	-2	12	-7	-32	7.0*[inhibitor]	-4	.	4	-8
41	CSc1nc(N2CCN(c3ccccc3)CC2)cc(N2CCN(c3ccccc3)CC2)n1	-1	-3	11	-10	102	4	93	-4	-1
42	Cn1c(O)c(/C=N/Nc2ccccc2)c(=O)n(C)c1=O	-1	-3	1	0	118	1	110	1	4
43	CCN(CC(=O)NCc1cccnc1)S(=O)(=O)c1ccc(OC)cc1	6	-8	-16	2	99	3	98	5	-11
44	CCOc1ccc(NC(=S)NC(=O)/C=C/c2ccc(C)cc2)c([N+](=O)[O-])c1	-1	34	5	.	.	-9	.	-3	-2
45	CC(=O)c1ccc(NC(=O)CCOc2cc(C)ccc2C)cc1	-3	1	10	8	102	-2	101	12	-13

# Additional compounds:
no.	mol	IDE cell inh	SUMO HTRF inh	NALP1 yeast inh	MEKK2mut PB1 HTS	MEKK3 PB1 HTS	IDE cell activ	MEKK2 WT-MEK5	PfM18AAP inh	pCIP destab
46	O=C1CCC([N+](=O)[O-])C(c2ccc(Cl)cc2Cl)N1 (stereo unspecified)	2	10	4	3	102	3	103	-4	2
47	O=C1/C(=C/c2cccnc2)CC/C1=C\c1cccnc1	2	7	28	3	98	3	98	4	-10
48	CC(C)NC(=O)c1cc(=O)n(C)c(=O)n1C	9	14	13	-8	65	3	77	-3	-13
49	C=CCn1c(=O)c2c3c(sc2n2c(Nc4ccccc4)nnc12)CCCC3	6	17	-7	-22	10*[inhibitor]	-3	13*[inhibitor]	4	-18
50	CC1CN(c2oc(-c3ccco3)nc2C#N)CC(C)O1 (stereo unspecified)	0	-1	-2	-4	95	-4	95	-6	-8
51	Cc1ccc(-c2nnc(-c3ccc4c(c3)OCO4)o2)cc1	-4	14	4	-1	98	5	93	-1	3
52	Cc1nccn1CCCN1C(=O)CNC1=S	2	-26	16	2	102	-2	103	7	13
